miR122 inh – inhibitors of miR-122 in Huh7 cells; Huh7 miR-122 Renilla luciferase sensor, 48 h; neutral wells = 0, positive control = 100; activation (reporter increase), % at 12.5 µM; 0.3% of 340,000 active; AID 602342;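 active means mean replicate activation score at least 90 and every replicate individually at or above 90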;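 further: higher luciferase means less miR-122 activity so hits act as miR-122 inhibitors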
PGC1a acetyl inh – modulators of PGC1a acetylation. U2OS PGC1a acetylation, AlphaScreen anti-acetyl-lysine; with virally co-expressed GCN5 acetyltransferase. inhibition, % at 15.6 µM. 0.17% of 350,000 active;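 active means every replicate shows inhibition of at least 40%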;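 further: 0% = neutral control wells and 100% = positive control wells; some results beyond the cut were filed as inactive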
Starred values were filed as active, the others as inactive.

Screens in order: miR122 inh	PGC1a acetyl inh
CC(/C=N/NC(=O)c1cc(C(C)(C)C)[nH]n1)=C\c1ccccc1
    8	2
CCCCOc1ccc(CSC(=N)N)cc1[N+](=O)[O-]
    6	-28
CCCn1c2ccc(/C(C)=N\O)cc2c2cc(/C(C)=N/O)ccc21
    5	-57
CCCCNC(=O)c1ccccc1NC(=O)CCSc1ccccc1
    5	-8
O=C(CSc1ccc(Cl)cc1)NCC1CCCO1 (centres undefined)
    -1	13
O=c1cc(N2CCc3ccccc3C2)[nH]c(=O)n1C1CCCCC1
    -10	-1
Cc1cccc(N/C=C/c2onc(C)c2[N+](=O)[O-])c1
    4	-17
CC(C)c1nnc(NC(=O)c2sc3ccccc3c2Cl)s1
    1	-5
O=C1c2ccccc2C(=O)N1CCCC(=O)N1CCc2ccccc21
    -4	19
COc1ccccc1-n1cnnc1SCc1csc(-c2ccccc2)n1
    -1	-3
CCOC(=O)c1cnc2ccc(Br)cc2c1NCC(C)O (centres undefined)
    -1	-3
c1ccc(-c2nnc3sc(-c4csc5c4CCCC5)nn23)cc1
    4	-15
O=C(CSc1nnnn1-c1ccccc1)Nc1nsc(-c2ccc(Cl)cc2)n1
    -4	-27
Cc1cc(C)n(-c2nncc(-c3ccccc3)n2)n1
    -10	-1
Cc1cccc(NC(=O)c2cc(-c3ccco3)nc3ccccc23)n1
    -3	-7
CCOC(=O)c1sc(=S)n(-c2ccccc2OC)c1N
    4	-2
Cc1sc(=NC(=O)c2ccco2)n(C)c1-c1ccc(F)cc1
    7	20
O=C(c1cnn2c(C(F)(F)F)cc(-c3ccc(Br)cc3)nc12)N1CCOCC1
    -4	-6
O=C1C2C3C=CC(C3)C2C(=O)N1c1ccc(-c2nc3ccccc3o2)cc1 (centres undefined)
    -5	-1
c1ccc(-n2ncc(-c3nn[nH]n3)n2)cc1
    -6	-4
N#Cc1c(-c2ccccc2)ccn(Cc2ccccc2Cl)c1=O
    14	-10
Cc1nnnn1/C(=C\c1ccccc1)C(=O)OCC(=O)N(C)C1CCS(=O)(=O)C1 (centres undefined)
    -6	-7
Cc1ccc(-n2ncc(N(C)C)c(Cl)c2=O)cc1
    -7	-10
CC1=C(C(=O)OC(C)C)C(c2ccco2)NC(=O)N1 (centres undefined)
    -6	-2
CC(C)(C)CC(C)(C)NCC(O)COc1c(F)cc(Br)cc1F (centres undefined)
    -2	-10
COc1ccccc1C1/C(=C(/O)c2ccccc2)C(=O)C(=O)N1CCO (centres undefined)
    -1	15
CCOC(=O)C(C(=O)OCC)C(C(=O)OCC)N1CCOCC1 (centres undefined)
    -8	7
Cc1nn(Cc2c(Cl)cccc2Cl)c(C)c1C(=O)NCc1ccc(C)n1C
    -1	-2
Cc1cccc(-n2nnc3cnn(C)c3c2=O)c1
    1	12
O=C(N/C(=N\O)c1ccccc1)Nc1ccc(Cl)cc1
    -5	4

Additional entries follow:
Screens in order: miR122 inh	PGC1a acetyl inh
Cc1ccnc(SCCn2c(N3CCC(C)CC3)nc3c2c(=O)n(C)c(=O)n3C)n1
    -11	38
CS(=O)(=O)N(CC(=O)N/N=C/c1cc2c(cc1Br)OCO2)c1ccccc1Br
    1	7
CCCS/C(N)=N/N=C/c1cc(C)ccc1O
    2	-7
Cc1nc2nc(-c3cccnc3)[nH]n2c(=O)c1C
    2	4
CCOc1cc(C2NC(=O)NC(c3ccccc3)=C2C(C)=O)ccc1OCC(N)=O (centres undefined)
    -4	9
N#Cc1c(N2CCN(C(=O)c3ccccc3)CC2)nc(-c2ccccc2)c2c1CCCC2
    -3	-1
CN(C)c1ncnc2c1NC1=C(S2)C(=NCCCC(=O)O)CC(C)(C)C1
    -7	-5
O=C(CSc1nc2ccccc2n1CCc1ccccc1)NC1CCS(=O)(=O)C1 (centres undefined)
    10	14
Cc1noc(N)c1C(=O)Nc1ccccc1F
    6	-2
C/C(N)=C(/C#N)C(=O)CSc1nnc(Nc2ccccc2C)s1
    1	-9
CCN(C(=O)CSc1nc2ccccc2n1CCc1ccccc1)C1CCS(=O)(=O)C1 (centres undefined)
    9	-11
CC(Oc1ccccc1Br)C(=O)N1CCc2ccccc21 (centres undefined)
    -3	-22
Cc1cc(C(=O)Nc2ccccc2)oc1C
    -3	-3
Cc1ccccc1NC(=O)c1nc[nH]c1C(=O)NCc1ccccc1
    2	2
CCCCC(=O)NC(Nc1cc(C)ccn1)(C(=O)OCC)C(F)(F)F (centres undefined)
    2	3
CC1(C)CC(=O)C2=C(C1)NC(Nc1nc3ccccc3o1)=NC21CCCC1
    -2	-17
CN(CC(=O)Nc1cccc2ccccc12)c1ccc(S(=O)(=O)N2CCOCC2)cn1
    -6	3
CCCC(c1nnnn1C(C)(C)CC)N(Cc1ccco1)Cc1cc2ccc(OC)cc2[nH]c1=O (centres undefined)
    -5	2
Cc1cccc(N(C(=O)c2ccc(CN3CCOCC3)o2)C(C(=O)NC(C)(C)C)c2ccc(F)cc2)c1 (centres undefined)
    5	-6
CCOC(=O)CSc1nnc(-c2ccccc2)o1
    -6	5
CCOC(=O)c1c(NC(=O)C2C3CCC(O3)C2C(=O)O)sc(C)c1-c1ccc(F)cc1 (centres undefined)
    1	4
N#Cc1c(-n2cccc2/C=N/O)sc2c1CCCC2
    -11	13
Cc1nn(C2CCS(=O)(=O)C2)c(Cl)c1/C=C/C(=O)OCC(=O)Nc1ccccc1OC(F)F (centres undefined)
    4	-4
CCSc1nnc(NC(=O)CSc2nc3c(c(=O)n2CC)SC(C)C3)s1 (centres undefined)
    -3	-11
CC(=O)c1c(N2CCN(C)CC2)[nH]c(-c2ccccc2)nc1=S
    -4	-5
CCOC(=O)CSc1nc(-c2ccccc2)nc2c1oc1ccccc12
    2	-3
CC(C)(C)C(=O)Nc1ccc(N2CCCC2)cc1
    4	-6
O=S(=O)(c1cccs1)N1CN(Cc2ccc(F)cc2)c2nc3ccccc3nc21
    10	-4
CN1CCN(C(=O)C2C3C=CC(C3)C2C(=O)O)CC1 (centres undefined)
    -4	2
CCCOC(=O)c1ccc(NC(=O)c2ccoc2C)cc1
    -4	12

Complete entries, looked up by structure. Order of screens: miR122 inh | PGC1a acetyl inh
Record of `Cc1nc2nc(-c3cccnc3)[nH]n2c(=O)c1C` → 2 | 4
Record of `CC1=C(C(=O)OC(C)C)C(c2ccco2)NC(=O)N1` (centres undefined) → -6 | -2

Ordered by count of non-hydrogen atoms (highest first): some entries from above.
Screens in order: miR122 inh	PGC1a acetyl inh
CCCC(c1nnnn1C(C)(C)CC)N(Cc1ccco1)Cc1cc2ccc(OC)cc2[nH]c1=O (centres undefined)
    -5	2
CCOC(=O)c1c(NC(=O)C2C3CCC(O3)C2C(=O)O)sc(C)c1-c1ccc(F)cc1 (centres undefined)
    1	4
CCSc1nnc(NC(=O)CSc2nc3c(c(=O)n2CC)SC(C)C3)s1 (centres undefined)
    -3	-11

Going on with the list.
OC(CN1C2=NCCCN2c2ccccc21)c1ccc(Br)cc1 (centres undefined)
  miR122 inh = -2
  PGC1a acetyl inh = -3

C[n+]1cc(-c2ccccc2)n2c1CCCCC2
  miR122 inh = -7
  PGC1a acetyl inh = 0

Brc1ccc(-c2nc(N/N=C/c3cccnc3)c3ccccc3n2)cc1
  miR122 inh = 2
  PGC1a acetyl inh = -4

O=C1CCCc2ccccc2N1Cc1ccc(Cl)cc1Cl
  miR122 inh = -3
  PGC1a acetyl inh = 56*

O=C1CC(c2ccco2)CC(O)=C1C=Nc1cc(Cl)cc(Cl)c1 (centres undefined)
  miR122 inh = -8
  PGC1a acetyl inh = -6

Cc1nc(CS(=O)(=O)c2ccccc2)cc(Sc2ccc(Cl)cc2Cl)n1
  miR122 inh = -1
  PGC1a acetyl inh = -29

CCOC(=O)C(C)On1c(-c2ccc(Cl)cc2)nc2ccc([N+](=O)[O-])cc21 (centres undefined)
  miR122 inh = 0
  PGC1a acetyl inh = -3

Cc1ccc(-c2nnn(CC(=O)N(CC3CCCO3)C(C(=O)NCC3CCCO3)c3ccc(F)cc3)n2)o1 (centres undefined)
  miR122 inh = -2
  PGC1a acetyl inh = -5

COc1ccc(-c2csc(Nc3cccnc3)n2)cc1
  miR122 inh = -2
  PGC1a acetyl inh = -4

C/C(=N\NC(=O)CSCc1ccc(Cl)cc1)c1ccc(NC(=O)c2ccccc2)cc1
  miR122 inh = -2
  PGC1a acetyl inh = -2

A portion from further up, as a working copy:
O=C1CC(c2ccco2)CC(O)=C1C=Nc1cc(Cl)cc(Cl)c1 (centres undefined)
  miR122 inh = -8
  PGC1a acetyl inh = -6

Cc1nc(CS(=O)(=O)c2ccccc2)cc(Sc2ccc(Cl)cc2Cl)n1
  miR122 inh = -1
  PGC1a acetyl inh = -29

CCOC(=O)C(C)On1c(-c2ccc(Cl)cc2)nc2ccc([N+](=O)[O-])cc21 (centres undefined)
  miR122 inh = 0
  PGC1a acetyl inh = -3

Cc1ccc(-c2nnn(CC(=O)N(CC3CCCO3)C(C(=O)NCC3CCCO3)c3ccc(F)cc3)n2)o1 (centres undefined)
  miR122 inh = -2
  PGC1a acetyl inh = -5

COc1ccc(-c2csc(Nc3cccnc3)n2)cc1
  miR122 inh = -2
  PGC1a acetyl inh = -4

C/C(=N\NC(=O)CSCc1ccc(Cl)cc1)c1ccc(NC(=O)c2ccccc2)cc1
  miR122 inh = -2
  PGC1a acetyl inh = -2

Among those listed so far, these have a thiophene ring, fused or not:
CC(C)c1nnc(NC(=O)c2sc3ccccc3c2Cl)s1
  miR122 inh = 1
  PGC1a acetyl inh = -5

c1ccc(-c2nnc3sc(-c4csc5c4CCCC5)nn23)cc1
  miR122 inh = 4
  PGC1a acetyl inh = -15

CCOC(=O)c1c(NC(=O)C2C3CCC(O3)C2C(=O)O)sc(C)c1-c1ccc(F)cc1 (centres undefined)
  miR122 inh = 1
  PGC1a acetyl inh = 4

N#Cc1c(-n2cccc2/C=N/O)sc2c1CCCC2
  miR122 inh = -11
  PGC1a acetyl inh = 13

O=S(=O)(c1cccs1)N1CN(Cc2ccc(F)cc2)c2nc3ccccc3nc21
  miR122 inh = 10
  PGC1a acetyl inh = -4

(continued)
Cc1noc(C)c1C(=O)Nc1nnc(-c2ccccc2)s1
  miR122 inh = 0
  PGC1a acetyl inh = 15

Cc1ccc(-n2nc(C(=O)N3CCOCC3)cc2-c2ccc(Cl)cc2)cc1
  miR122 inh = 5
  PGC1a acetyl inh = 6

CC(NC(=O)COc1ccc(/C=N/NS(=O)(=O)c2ccccc2)cc1)c1ccccc1 (centres undefined)
  miR122 inh = 20
  PGC1a acetyl inh = -6

O=C(Nc1ccc(Cl)cn1)Nc1cccs1
  miR122 inh = 8
  PGC1a acetyl inh = -3

CCOC(=O)c1c(C)sc2c1N(C(=O)CCl)c1cc(Cl)ccc1S2
  miR122 inh = 0
  PGC1a acetyl inh = -3

CCCCn1c(=O)[nH]c(=O)c2c1nc(-c1ccc(-c3ccccc3Br)o1)n2CC
  miR122 inh = -3
  PGC1a acetyl inh = -15

O=c1c2[nH]c3ccc(Cl)cc3c2ncn1CCN1CCCCC1
  miR122 inh = -2
  PGC1a acetyl inh = -14

Cc1ccsc1C(=O)Nc1ccc(C(=O)O)cc1
  miR122 inh = -2
  PGC1a acetyl inh = -9

COC(=O)C1=C(N)Oc2cc(C)n(Cc3ccco3)c(=O)c2C1c1cccc(Cl)c1 (centres undefined)
  miR122 inh = -5
  PGC1a acetyl inh = -8

CC(C)c1nc(SCC(=O)Nc2ccc3c(c2)OCO3)n[nH]1
  miR122 inh = -9
  PGC1a acetyl inh = 9

Cc1ccc(-c2csc3ncnc(N4CCN(C(=O)c5ccccc5)CC4)c23)cc1
  miR122 inh = -12
  PGC1a acetyl inh = 1

CCOc1ccc(N2C(=O)CN=C2Nc2ccccc2F)cc1
  miR122 inh = 22
  PGC1a acetyl inh = -5

An excerpt; rates above refer to the full screens.
